# IL1B NFkB pot: enhances IL-1B driven NFkB nuclear translocation | HUVEC IL-1B NFkB p65 nuclear translocation imaging | activation, % at 2 µM | 94,000 compounds, 0.3% hits | AID 819;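 active means activation above 40%, about the mean plus 3 SD, also judged a hit on visual image review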;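 further: percent activation is computed from the nuclear over cytoplasmic p65 intensity ratio; values of inactives mirror those of a sister screen read the other way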
# NFkB transloc inh: blocks IL-1B driven NFkB nuclear translocation in HUVEC cells; HUVEC IL-1B NFkB p65 nuclear translocation imaging; inhibition, % at 2 µM; 94,000 compounds, 0.43% hits;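 active means inhibition above about 30% together with a positive call from visual inspection of the well image, limit read from the data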;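 further: nuclear over cytoplasmic p65 intensity ratio measured by imaging; 0% = IL-1B stimulated DMSO wells and 100% = unstimulated DMSO wells; values of inactives mirror those of a sister screen read the other way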
# PLAP inhibition: PLAP enzyme inhibitors, biochemical, luminescence, HTS (AID 690) | purified PLAP, luminescent substrate; higher % means a stronger effect | inhibition, % at 20 µM; hits with a dose series show IC50 in µM | 96,000 compounds, 0.08% hits; in the data active means a potency from the dose series; inactive means the rest, 99 in 100 with inhibition below about 30%; further: strong numbers were not always called active
# MRP resist rev: MRP-mediated drug resistance reversal. H69AR cells + 2 uM doxorubicin, CellTiter-Glo, 72 h. differential viability (reversal), % at 10 µM. 85,000 compounds, 0.04% hits;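 active means viability drop by adding the cancer drug above about 55%, with treated viability meeting a 40% cutoff, limit read from the data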;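 further: viability without doxorubicin minus viability with 2 µM doxorubicin for each compound; larger differential means the compound sensitizes cells more to doxorubicin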
# Bcl-B displacement: displacers of TR3 peptide from Bcl-B, primary screen, selectivity assay for Bfl-1 inhibitor project, biochemical, fluorescence polarization; displacement, % at 20 µM; hits with a dose series show IC50 in µM; AID 748; FP displacement of FITC-TR3 peptide from Bcl-B; higher % means a stronger effect; 96,000 compounds, 0.11% hits;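 active means displacement above 50% at 20 µM plus a fluorescence interference ratio under 1.5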;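 further: plate controls were wells without compound for no effect and wells lacking Bcl-B protein for full effect; a part of the inactive calls stands beside numbers as strong as those of hits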
# MRP resist rev cytotoxicity: also measured in MRP resist rev; calls as there; viability, %; H69AR cells, CellTiter-Glo, 72 h; measured here: cytotoxicity without doxorubicin
# MRP resist rev with doxorubicin: further read-out of MRP resist rev, marked with its call; viability, %; measured here: viability with 2 uM doxorubicin; active compounds read low
# NFkB transloc inh cell count 2 µM: second read-out of NFkB transloc inh, no call of its own (marks repeat the call); cell count; measured here: cells passing quality filter;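 raw number of nuclei counted in each imaged well without normalization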
# IL1B NFkB pot cell count 2 µM: further read-out of IL1B NFkB pot, marked with its call; cell count; measured here: cells passing quality filter
# Active calls of the source: *; x = no result given. Not all compounds are listed (hit frequency here may not be typical).
# Preview (three entries):
SMILES,IL1B NFkB pot,IL1B NFkB pot cell count 2 µM,NFkB transloc inh,NFkB transloc inh cell count 2 µM,PLAP inhibition,MRP resist rev,MRP resist rev cytotoxicity,MRP resist rev with doxorubicin,Bcl-B displacement
O=C1CCCN1CCC1CCN(C2CC(=O)N(Cc3ccc(N4CCCC4=O)cc3)C2=O)CC1 (stereo not given),16,139,-16,139,-53%,7,91,84,6%
N#Cc1c2c(c[nH]c1=O)CCN2Cc1ccccc1,29,123,-29,123,x,-3,97,100,x
OCCNc1ncnc2c1ncn2Cc1ccccc1,-6,137,6,137,2%,-5,77,82,-3%

# This part in full, previewed entries included:
SMILES,IL1B NFkB pot,IL1B NFkB pot cell count 2 µM,NFkB transloc inh,NFkB transloc inh cell count 2 µM,PLAP inhibition,MRP resist rev,MRP resist rev cytotoxicity,MRP resist rev with doxorubicin,Bcl-B displacement
O=C1CCCN1CCC1CCN(C2CC(=O)N(Cc3ccc(N4CCCC4=O)cc3)C2=O)CC1 (stereo not given),16,139,-16,139,-53%,7,91,84,6%
N#Cc1c2c(c[nH]c1=O)CCN2Cc1ccccc1,29,123,-29,123,x,-3,97,100,x
OCCNc1ncnc2c1ncn2Cc1ccccc1,-6,137,6,137,2%,-5,77,82,-3%
COC(=O)Cc1cc(OC)c(OC)cc1Cc1cc(OC)c(OC)cc1CC(=O)OC,-1,101,2,101,-51%,x,x,x,-3%
O=C(NNC1=NCCC1)c1cccc(Br)c1,-7,168,7,168,-62%,-8,103,111,13%
Cc1cc(C)c(NC(=O)CCCN2CCN(C)CC2)c(C)c1,25,173,-25,173,13%,-10,89,99,8%
O=C(O)CC(C(=O)NCc1ccccc1)C1CCCO1 (stereo not given),x,x,x,x,0%,-9,97,106,4%
Cc1nc(-c2ccccc2)sc1C(=O)/C=C/c1ccc(Cl)cc1,4,121,-4,121,4%,x,x,x,0%
CCOC(=O)c1cc(C(O)(C(F)(F)F)C(F)(F)F)c(/N=C/N(C)C)o1,3,71,-3,71,8%,3,86,83,3%
CCN(Cc1cc2ccccc2[nH]c1=O)C(=O)C(C)C,-3,103,3,103,-1%,5,96,91,2%
O=C(O)C1CC(=O)N(Cc2ccc(F)cc2)C1 (stereo not given),x,x,x,x,-18%,-10,91,101,-4%
O=C(COC(=O)CCS(=O)(=O)c1ccc(Cl)cc1)Nc1ncc(Cl)cc1Cl,6,190,-6,190,17%,-5,88,93,5%
Cc1c(N=C2SCC(=O)N2c2c(C)n(C)n(-c3ccccc3)c2=O)c(=O)n(-c2ccccc2)n1C,8,133,-8,133,-21%,-3,90,92,12%
CCOC(=O)C1CCN(CC(=O)Nc2c(C(=O)OC)[nH]c3cccc(Cl)c23)CC1,0,115,0,115,-65%,-14,64,78,-1%
Cc1cccc(-c2noc(-c3ccccc3C(=O)NCC3CCCO3)n2)c1 (stereo not given),-17,110,17,110,-13%,10,79,69,-14%
CCN(CC)CCCN1C(=O)C(=O)/C(=C(/O)c2cc(C)ccc2C)C1c1cccnc1 (stereo not given),-4,145,4,145,-16%,x,x,x,6%
CC(=O)N1C=CN(C(C)=O)C(c2cn(C)c3ccccc23)C1c1cn(C)c2ccccc12 (stereo not given),x,x,x,x,-76%,10,90,80,3%
COc1ccc(-n2nnnc2SCC(=O)Nc2cccc(NC(C)=O)c2)cc1OC,-13,43,13,43,9%,x,x,x,-3%
Nn1c(SCc2ccccc2)nnc1-c1ccccn1,12,56,-12,56,4%,-11,96,107,-10%
CCCCC(=O)OCC(=O)Nc1ccc(OC(F)F)cc1,-14,88,14,88,6%,10,105,95,10%
CCCCCc1ccc(CC(=O)Nn2c(C)nc3ccccc3c2=O)cc1,-21,59,-5,149,-54%,2,82,80,1%
CN=C(Nc1ccc(Cl)cc1)c1cccc(C(F)(F)F)c1,0,144,0,144,-6%,x,x,x,8%
COc1cccc(C(=O)NN2C(=O)C3C4C=CC(O4)C3C2=O)c1 (stereo not given),-5,143,5,143,11%,x,x,x,-8%
O=C1NC(c2ccncc2)Nc2ccccc21 (stereo not given),9,165,-9,165,13%,-17,103,120,-13%
CCn1c(SCC(=O)OC2CCCCC2)nnc1-c1ccncc1,36,196,-36,196,-17%,10,91,81,-9%
COc1ccc(NC(=O)CC(C)C)c(OC)c1,17,166,-17,166,20%,10,102,92,5%
CCOC(=O)C(=O)Nc1nnc(Cc2ccc(OC)c(OC)c2)s1,-12,144,12,144,x,11,118,107,x
CCOc1ccc2nc(NC(=O)CCC(=O)c3cccs3)sc2c1,32,184,-32,184,-38%,-9,84,93,-7%
CCC(C)n1c(C)nc2c(c1=O)c1nc3ccccc3nc1n2-c1ccc2c(c1)OCCO2 (stereo not given),x,x,x,x,2%,8,94,86,-8%
N#Cc1cc(-c2ccccc2)nnc1Sc1ccc(F)cc1,16,166,-16,166,12%,-9,66,76,-2%
O=C(CSc1nnc(-c2cccnc2)n1C1CCCCC1)NC1CCCC1,9,152,-9,152,x,11,90,79,x
COCCn1nnnc1C(c1cc2cc(C)ccc2[nH]c1=O)N1CCN(C2CCCCC2)CC1 (stereo not given),-4,93,4,93,-58%,12,95,83,-2%
Cc1noc(/C=C/N(C)C)c1S(=O)(=O)N1CCCC(C(=O)NCc2ccccc2Cl)C1 (stereo not given),-5,93,5,93,-46%,8,109,101,-5%
Cc1cc(N2CCCc3ccccc32)n2ncnc2n1,x,x,x,x,-5%,7,85,78,0%
Cn1c(/C(C#N)=C/C2CC=CCC2)nc2ccccc21 (stereo not given),-6,136,6,136,-5%,-9,57,65,6%
Cc1ccc(NC(=O)CN2C(=O)N/C(=C/c3ccco3)C2=O)cc1,-8,164,8,164,-2%,x,x,x,-4%
CC1CCc2c(sc(N)c2C(=O)OC(C)C)C1 (stereo not given),4,114,-4,114,-44%,21,100,79,1%
CCc1ccc(Nc2ncc3c(n2)CC(c2ccco2)CC3=O)cc1 (stereo not given),10,66,-8,66,-17%,-3,26,29,4%
O=S(=O)(Nc1ccc2c(c1)OCCO2)c1cccc2cccnc12,11,144,-11,144,3%,3,89,86,1%
CC(=O)Nc1ccc(NC(=O)CSc2ncnn2-c2ccccc2)cc1,4,172,-4,172,3%,10,87,77,-11%
Cc1cc(-c2ccccc2)c(C#N)c(SCC(N)=O)n1,0,160,0,160,24%,-20,75,95,-7%
CCOC(=O)c1sc2cccc(Cl)c2c1N,5,96,-5,96,x,-6,93,100,x
CCOc1ccc(N2CC(O)Cn3c2nc2c3c(=O)n(CCCc3ccccc3)c(=O)n2C)cc1 (stereo not given),0,180,0,180,-9%,-14,61,75,2%
CC(=O)N1CCc2cc(S(=O)(=O)CCC(=O)Nc3ccc4c(c3)OCCO4)ccc21,-4,119,4,119,10%,-3,91,94,-8%
Cc1noc(C)c1C(=O)N1CCN(c2ncccn2)CC1,3,182,-3,182,18%,1,104,103,0%
O=c1[nH]c(CSc2nnc(-c3cccnc3)n2C2CCCCC2)nc2ccccc12,-2,63,2,63,-47%,2,63,61,-5%
CCN(CCCNC(=O)C1CCN(S(=O)(=O)N2CCC3(CC2)OCCO3)CC1)c1ccccc1,17,197,-17,197,-20%,8,84,76,-20%
CCn1cc(C(=O)N2CCOCC2)c(=O)c2cc(S(=O)(=O)N(C)C3CCCCC3)ccc21,x,x,x,x,-44%,12,100,88,-5%
COc1ccccc1N1CCN(Cc2cc(=O)n3ccsc3n2)CC1,-1,196,1,196,10%,-3,108,111,-2%
CSc1nc(N)nc(SC2C=CCCC2)c1C#N (stereo not given),8,124,-8,124,-65%,-18,63,81,-2%
COc1ccc(C2CC(c3cccs3)=Nc3ccccc3S2)cc1OC (stereo not given),4,111,-4,111,x,-1,21,21,x
O=C(NCc1ccccc1)c1ccc2c(c1)C(=O)N(Cc1ccncc1)C2=O,17,181,-17,181,2%,2,99,97,-13%
Cc1cc(NC(=O)CSCCO)no1,5,146,-5,146,-8%,-7,103,110,-5%
CCOC(=O)c1ccc(-c2ccc(CO)o2)cc1,2,164,-2,164,2%,x,x,x,-14%
CCCCNC(=O)c1sc2ncnc(N3CCc4ccccc4C3)c2c1C,15,176,-15,176,18%,-35,42,77,-4%
CCn1c2ccc(CC(=O)O)cc2c2cc(CC(=O)O)ccc21,x,x,x,x,-13%,-20,93,112,-7%
Cc1ccc(S(=O)(=O)n2nc(-c3ccco3)nc2SCc2ccccc2)cc1,7,147,-7,147,-6%,x,x,x,-7%
O=C(c1ccccc1)n1nc(-c2ccccc2)nc1NCc1ccco1,13,76,-13,76,-3%,3,95,92,9%
Cc1nn(-c2nc3ccccc3s2)c(N)c1-c1ccc(Cl)cc1,-10,136,10,136,x,x,x,x,x
O=C(CNC(=O)c1ccco1)Nc1cc(Cl)ccc1N1CCOCC1,20,59,-20,59,-36%,1,95,95,-1%
# Going on with the list:
SMILES,IL1B NFkB pot,IL1B NFkB pot cell count 2 µM,NFkB transloc inh,NFkB transloc inh cell count 2 µM,PLAP inhibition,MRP resist rev,MRP resist rev cytotoxicity,MRP resist rev with doxorubicin,Bcl-B displacement
Clc1ccc(Cn2nnc(-c3ccc(CN4CCOCC4)cc3)n2)cc1,16,127,-16,127,-51%,0,100,100,-1%
Cc1ccccc1Cn1ccc(-c2ccc3c(c2)OCO3)n1,13,141,-13,141,26%,x,x,x,-5%
Cc1ccc(C2CCN(C(=O)Nc3ccccc3)C2)cc1 (stereo not given),5,138,-5,138,28%,7,99,93,3%
CCC(C)(C)NC(=O)Cc1ccc(OC)c(OC)c1,9,113,-9,113,14%,2,86,84,-10%
COc1ccc(C2SC[C@@H](C(=O)O)N2C(C)=O)cc1 (stereo not given in full),0,159,0,159,7%,-11,87,97,0%
COc1ccc(NC(=O)COC(=O)[C@@H]2CCCN2C(=O)c2cccs2)cc1,-2,138,2,138,-44%,x,x,x,0%
CCOC(=O)c1ccc(NC(=O)CSc2nc(NC(=O)c3ccccc3)c3c(C)c(C)oc3n2)cc1,1,132,-2,132,-8%,-14,22,36,-23%
CC(=O)Nc1ccc2oc(-c3ccccc3Br)nc2c1,20,186,-20,186,-25%,11,87,77,12%
Cc1ccc(NC(=O)C2CCN(S(=O)(=O)c3c(C)[nH]c(=O)[nH]c3=O)CC2)cc1,-4,147,4,147,-6%,x,x,x,3%
O=S(=O)(N/N=C\c1ccc(-c2ccccc2Cl)o1)c1ccccc1,19,150,-19,150,x,-6,86,92,x
COCC(=O)Nc1sc2c(c1C(=O)OC)CCCC2,9,128,-9,128,x,14,92,78,x
O/N=C1\CC/C(=N\O)c2nn(-c3ccccc3Cl)nc21,9,74,-9,74,-4%,x,x,x,-10%
c1ccc(-c2cc3c(nn2)CCc2nonc2-3)cc1,8,119,-8,119,6%,6,92,86,12%
O=C1N=C2SCCN2/C1=C\c1ccccc1Cl,-8,170,8,170,-10%,x,x,x,-9%
CCOc1ccccc1N(CC(=O)OC)S(C)(=O)=O,-98,47,98*,47*,-32%,10,95,86,-1%

# The final 5 records of the section above are carried over, then new ones follow.
SMILES,IL1B NFkB pot,IL1B NFkB pot cell count 2 µM,NFkB transloc inh,NFkB transloc inh cell count 2 µM,PLAP inhibition,MRP resist rev,MRP resist rev cytotoxicity,MRP resist rev with doxorubicin,Bcl-B displacement
COCC(=O)Nc1sc2c(c1C(=O)OC)CCCC2,9,128,-9,128,x,14,92,78,x
O/N=C1\CC/C(=N\O)c2nn(-c3ccccc3Cl)nc21,9,74,-9,74,-4%,x,x,x,-10%
c1ccc(-c2cc3c(nn2)CCc2nonc2-3)cc1,8,119,-8,119,6%,6,92,86,12%
O=C1N=C2SCCN2/C1=C\c1ccccc1Cl,-8,170,8,170,-10%,x,x,x,-9%
CCOc1ccccc1N(CC(=O)OC)S(C)(=O)=O,-98,47,98*,47*,-32%,10,95,86,-1%
COc1ccc(CN(CC(=O)NCC2CCCO2)C(=O)CNS(=O)(=O)c2ccc(C)cc2)cc1 (stereo not given),23,169,-23,169,x,-8,93,101,x
Cc1cc(NS(=O)(=O)c2ccc(NC(=O)c3ccco3)cc2)nc(C)n1,-21,140,21,140,0%,-5,100,105,-8%
O=C(CC1SC2=NCCN2C1=O)Nc1ccccc1 (stereo not given),3,106,-3,106,-3%,3,95,92,12%
O=C(N/N=C1\CCCc2ccccc21)c1ccc([N+](=O)[O-])cc1,-2,192,2,192,x,-3,90,93,x
CCc1ccc(C(=O)NC2CCCCC2)s1,x,x,x,x,-2%,6,103,97,8%

# Screening data deposited in PubChem BioAssay by several laboratories.
